# From PubChem
# HT1080 viability: cytotoxicity in HT1080 fibrosarcoma cells, cell-based, fluorescence readout (AID 620). HT1080 viability, fluorescence; higher % means a stronger effect. cytotoxicity, % at 10 µM, or EC50 in µM where a hit was titrated. 87,000 tested, 0.42% active; in the data active = cytotoxicity above about 50%;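 also: cells exposed to compound overnight then 4 h with Alamar Blue; 0% = vehicle DMSO and 100% = killing control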
# An asterisk follows results filed as active. Some of the compounds tested, so the mix of outcomes need not match the whole.
SMILES,HT1080 viability
O=C(c1ccc(Br)s1)N1CCN(C/C=C/c2ccccc2)CC1,10%
CCOC(=O)C1CCN(C(=O)C23CC4CC(CC(C4)C2)C3)CC1,-9%
O=C(CN1CCN(Cc2ccccc2Cl)C1=O)NCc1ccco1,-1%
CCOc1c(Cl)cc(/C=N/O)cc1OC,1%
Cc1nnc(SCC(=O)NCC2CCCCC2)n(N)c1=O,0%
CCC/S(CC1CC1(Cl)Cl)=N\S(=O)(=O)c1ccc(C)cc1 (stereo unspecified),-8%
CN1CC(c2ccccn2)C2(SC(=S)N(Cc3ccccc3)C2=O)C12C(=O)Nc1ccccc12 (stereo unspecified),-13%
CCOc1ccc(-c2nnn(CC(=O)NCc3ccc4c(c3)OCO4)n2)cc1,3%
COc1cc2c(cc1OC)C1C/C(=N\O)C(CC(C)C)CN1CC2 (stereo unspecified),-13%
CCn1c(=O)n(CC(=O)N2CC(C)CC(C)C2)c(=O)c2ccccc21 (stereo unspecified),34%
Cc1ccc(/C(O)=C2/C(=O)C(=O)N(CCN3CCOCC3)C2c2cccs2)cc1 (stereo unspecified),-2%
COc1cccc(CN(CC2CCCO2)S(=O)(=O)c2ccc(S(=O)(=O)N(C)C)cc2)c1 (stereo unspecified),4%
COC(=O)[C@@H]1C[C@H]2CC[C@H](O)C[C@H]2N1Cc1ccc(N2CCN(C)CC2)cc1,-4%
CCn1c(SCc2nc3ccccc3[nH]2)nnc1-c1ccc(OC)cc1,-6%
COCCNC(=O)Cn1cc(C(=O)c2cccs2)c2ccccc21,4%
CCCCCOc1ccc(CSc2ncn[nH]2)cc1,4%
CCC(=O)Nc1ccc2nc(C)n(Cc3ccccc3Cl)c(=O)c2c1,-6%
CCCn1c(=O)c2ccccc2n2c(SCC(=O)c3ccc(CC)cc3)nnc12,-4%
Cc1ccc(NC(=O)CSCCc2ccccn2)nc1,-3%
CC(C)OC(=O)c1cc2ccccc2[nH]1,0%
COc1cc(NS(=O)(=O)c2ccc(NC(C)=O)cc2)nc(OC)n1,6%
CCC/C(O)=C1\C(=O)CCCC1=NCCCCCC(=O)O,6%
Cc1ccc(NC(=O)c2ccc(S(=O)(=O)N3CCOCC3)cc2)nc1,12%
Cc1ccc(S(=O)(=O)N2CCSC2C(=O)O)cc1 (stereo unspecified),-2%
Cc1oc(-c2ccc(Cl)cc2)nc1CN1CCC(C(=O)NCc2cccs2)CC1,-10%
# Later entries
SMILES,HT1080 viability
CCCCCCCCSc1nnc(-c2ccc(OC)cc2)o1,6%
Cc1cc(OC(=O)c2ccco2)c2c(C)cc(=O)oc2c1,-20%
CCS(=O)(=O)c1ccc2oc(Nc3ccc(C(C)C)cc3)nc2c1,-18%
CN(CC(=O)O/N=C(\N)c1ccc([N+](=O)[O-])cc1)S(=O)(=O)c1ccccc1,-2%
Cc1ccc(C(=O)OCC(=O)N2CCc3ccccc32)cc1,-18%
Cc1cc(C)n2nc(SCc3cc(=O)oc4cc(C)c(C)cc34)nc2n1,0%
CC(C)(C)c1ccc(S(=O)(=O)N2CCC(c3nc4ccc(Cl)cc4[nH]3)CC2)cc1,-14%
c1csc(C(c2nnnn2C2CCCC2)N2CCCC3(CCCCC3)C2)c1 (stereo unspecified),-24%
CCc1ccc2oc(C(=O)NCc3ccncc3)c(C)c2c1,3%
COc1ccc(Oc2nc3c(c(=O)n(C)c(=O)n3C)n2Cc2ccccc2)cc1,3%
Cc1ccc(S(=O)(=O)NNc2nc3ccccc3nc2C(F)(F)F)cc1,2%
CCN(CC)CCNC(=O)C(C)c1nn(CC)c(=O)c2ccccc12 (stereo unspecified),-2%
CNC(=O)[C@H](C)/C=C(\I)C(NC(=O)OCc1ccccc1)c1ccc(C(=O)OC)cc1 (stereo partly specified),-27%
COc1ccc(Nc2c(C)cccc2C)cc1,-4%
c1cnc(NC2CCCCCC2)nc1,1%
Cc1ccc2c(c1)C(=O)C(=O)N2CC(=O)OC(C)C,-114%
CCN(Cc1ccccc1)C(c1ccccn1)c1nnnn1C1CCCCC1 (stereo unspecified),6%
CCOC(=O)c1c(NC(=O)CSc2nnc(CNc3ccc(Cl)cc3)o2)sc(C)c1C,0%
CCC(C)NC(=O)CSc1nnc(-c2cc(-c3cccs3)nc3ccccc23)o1 (stereo unspecified),4%
COc1ccc(NC(=O)C(c2ccc(C)cc2)N(C)C(=O)CNC(C)=O)cc1 (stereo unspecified),-8%
CCOC(=O)c1ccccc1NC(=O)/C=C/c1cc(OC)c(OC)c(OC)c1,-4%
COc1cccc(C(=O)Nc2cccc(C(=O)NC3=NN(c4c(Cl)cc(Cl)cc4Cl)C(=O)C3)c2)c1,-3%
COc1ccc(NC(=O)CSc2nnnn2-c2ccc(OC)cc2)cc1,-3%
CCN(CCO)C(=O)C(c1ccccc1)c1ccccc1,-10%
CCCCCNC(=O)C1CC=CCC1C(=O)O (stereo unspecified),-13%
# The list goes on.
SMILES,HT1080 viability
CC1CCN(S(=O)(=O)c2ccc(S(=O)(=O)NCc3ccco3)cc2)CC1,4%
Cc1ccc(C2CC(C(F)F)n3ncc(C(=O)Nc4c(C)nn(Cc5c(F)cccc5Cl)c4C)c3N2)cc1 (stereo unspecified),-23%
COc1ccc(C(=O)Nc2cccnc2)cc1OC,-6%
Cc1cc2nc(C)n(CCCNC(=O)Nc3ccccc3)c2cc1C,-16%
CC(C)(SC(=S)N1CCOCC1)C(=O)O,-3%
CC(=O)c1cc(-c2ccccc2)n(CC(=O)NC2CCCC2)c1C,-7%
CCc1nc2ccccc2c(C(=O)OCC(=O)Nc2cccc(S(=O)(=O)N3CCOCC3)c2)c1C,-7%
O=C(CN1CCC(n2nnc3cc(F)ccc32)CC1)NCCc1ccccc1,-2%
Cn1ncc(Br)c1C(=O)OCC(=O)Nc1nc(-c2ccccc2)cs1,-6%
O=C(CCn1nc(-c2ccc(Cl)cc2)c2ccccc2c1=O)NCCN1CCOCC1,-13%
Cc1ccc2c(Cl)c(C(=O)Nc3cc(C)on3)sc2c1,4%
CS(=O)(=O)N(CC(=O)N1CCCCC1)c1ccc(Cl)c(C(F)(F)F)c1,0%
Cc1nc(NS(=O)(=O)c2ccccc2C)c2c3c(sc2n1)CCC3,-6%
CCCCCCSc1nsc(N)n1,-6%
CCc1cc2c(=O)c(-c3nc4ccccc4n3C)c(C)oc2c(CN(CC)CC)c1O,-16%
Cc1ccc2c(c1)[C@@H]1CN(C)CC[C@@H]1N2S(=O)(=O)c1ccc([N+](=O)[O-])cc1,-19%
CS(=O)(=O)N(CC(=O)N1CCN(Cc2ccc3c(c2)OCO3)CC1)Cc1ccc(Cl)cc1,-19%
C=C(C)C1CC=C(CN2CCC(O)CC2)CC1 (stereo unspecified),-14%
CCOc1ccc(OCCOCCN2CCOCC2)cc1,-5%
O=c1cc(CN2CCN(c3ccc(F)cc3)CC2)c2cc3c(cc2o1)CCCC3,-11%
Cc1nnc(SCC(=O)OC2CC(C)CCC2C(C)C)[nH]c1=O (stereo unspecified),9%
CN(C)CCN(Cc1ccccc1)c1nccc(N(C)C)c1C#N,8%
COc1ccc(-c2ccc(C3C(C#N)=C(N)Oc4n[nH]c(C)c43)o2)cc1 (stereo unspecified),8%
CS(=O)(=O)N1CCN(c2ccc(NC(=O)c3ccc(-c4ccc(Cl)cc4)o3)cc2)CC1,5%
CCOC(=O)C1=C(SCC)c2cc3c(n2C1=O)CCCC3,-8%

# Entries above that have a cyano group (2):
SMILES,HT1080 viability
CN(C)CCN(Cc1ccccc1)c1nccc(N(C)C)c1C#N,8%
COc1ccc(-c2ccc(C3C(C#N)=C(N)Oc4n[nH]c(C)c43)o2)cc1 (stereo unspecified),8%

# In the list so far, two have a CF3 group.
SMILES,HT1080 viability
Cc1ccc(S(=O)(=O)NNc2nc3ccccc3nc2C(F)(F)F)cc1,2%
CS(=O)(=O)N(CC(=O)N1CCCCC1)c1ccc(Cl)c(C(F)(F)F)c1,0%

# The list goes on.
SMILES,HT1080 viability
COc1ccc(C(c2c(C)[nH]n(C(N)=S)c2=O)C(C#N)C#N)cc1 (stereo unspecified),12%
COc1cccc(C(C(=O)NC2CCCC2)N(Cc2ccccc2OC)C(=O)c2ccco2)c1 (stereo unspecified),-3%
O=C(Cn1cc(C(=O)c2cccs2)c2ccccc21)NC1CCCCC1,1%
CC(C)Cn1c2ccccc2c2cc(C(=O)O)ccc21,-7%
Cc1cccc(-n2c(SCc3cc(=O)n4c(C)cccc4n3)nc3[nH]ncc3c2=O)c1,0%
CN(Cc1ccccc1)C(=O)CN(Cc1ccccc1)S(C)(=O)=O,3%
CCOc1ccc(CC(=O)NNC(=S)Nc2ccccc2)cc1Br,-14%
O=C(Oc1ccc(Br)cc1)c1cncc(Br)c1,-3%
CCCc1cc(C(=O)O)c2ccccc2n1,-2%
Cc1cc(=O)oc2cc(OCC(=O)N3CCOCC3)ccc12,-1%
CSc1ccccc1NC(=O)Nc1cccc(Cl)c1Cl,12%
CC(C)(C)c1ccc(S(=O)(=O)N2CC(=O)Nc3ccccc32)cc1,0%
Cn1c(=O)n(C)c2cc(S(=O)(=O)NCCO)ccc21,8%
COc1cccc2cc(C(=O)N3C(C)CCCC3C)c(=O)oc12 (stereo unspecified),12%
O=S(=O)(NCc1ccccc1)c1ccc(Cl)cc1,-3%
O=C1Nc2ccccc2CCC1Sc1nnc(-c2ccc(Cl)cc2)s1 (stereo unspecified),3%
COc1cc(NC(=O)c2ccc(F)cc2)c(OC)cc1Cl,5%
O=C1NCCCC1C(=O)Nc1ccccc1C(F)(F)F (stereo unspecified),-11%
CCOc1ccc(C(CC(=O)O)NC(=O)c2cccs2)cc1 (stereo unspecified),-1%
CC(C)Oc1ccc(CNC(=S)N/N=C/c2ccc([N+](=O)[O-])cc2)cc1,11%
CCn1nc(C)c(/C=N/NC(=O)c2ccoc2C)c1C,-8%
O=C(c1cccs1)N1CCN(C(=O)C(c2ccccc2)c2ccccc2)CC1,14%
Cc1ccc(S(=O)(=O)N2CCC(C(=O)NCCCOC(C)C)CC2)cc1,-14%
CCCCNC(=S)NNC(=O)c1csc(C)c1,2%
CC(C)(C)OC(=O)N1CCOCCOCCNCCOCCOCC1,-6%
# (more compounds)
SMILES,HT1080 viability
CC(=O)Cc1nsc(NC(=O)c2cn(-c3ccccc3)nc2-c2ccc(Br)cc2)n1,3%
CCCCOC(=O)CCc1c(C)[nH]c(=S)[nH]c1=O,-8%
Cc1ccc(N2CCN(C(=O)CN3C(=O)c4ccccc4C3=O)CC2)cc1,-2%
O=C1Nc2c(c(=O)[nH]c(=O)n2-c2ccccc2F)C(C(F)(F)F)(C(F)(F)F)N1,18%
CCn1c(Cc2ccccc2)nnc1SCC(=O)Nc1ccccc1N1CCOCC1,8%
Cc1cc2nc(N)sc2cc1C,14%
Cc1ccc(S(=O)(=O)N2CCN(C)CC2)c(C)c1,-2%
COc1ccc(C(=O)OCC(=O)Nc2cc(C)on2)cc1S(=O)(=O)N1CCOCC1,-2%
Cc1ccc(C)c(OCC(=O)NCCNC(=O)COc2cc(C)ccc2C)c1,-11%
OCCOCCNc1ncnc2sc(-c3ccccc3)cc12,10%
Cc1ccc2cc(CN(Cc3ccco3)C(=O)NC3CCCCC3)c(=O)[nH]c2c1C,-5%
CC(C)(C)N(C(=O)Cn1nnc(-c2ccc(F)cc2)n1)C(C(=O)NC1CCCC1)c1ccncc1 (stereo unspecified),-10%
COC(=O)c1[nH]c2cc(OC)ccc2c1NC(=O)CCN1CCN(c2ccccc2)CC1,37%
COC(=O)c1cn(Nc2ncc(C(F)(F)F)cc2Cl)c(=O)c2ccccc12,6%
CC(=O)Nc1sc2c(c1C(N)=O)CCCC2,14%
O=C(Nc1ccccc1C(=O)N1CCCC1)c1ccccc1,4%
CN(C)C(=O)CNC(=O)C1CCCCC1,-15%
Cc1cc(=O)oc2ccc(OCC(=O)NCc3ccco3)cc12,-3%
CN(C)CCCNC(=O)c1ccccn1,-2%
Cc1nnc(NC(=O)CSc2nnc(C)n2Cc2ccccc2)s1,-1%
c1ccc2c(N3CCOCC3)nc(-c3ccncc3)nc2c1,9%
CC(C)OCCCNS(=O)(=O)c1ccc2ccccc2c1,-14%
O=C(O)c1c2c(nc3ccc(F)cc13)CCC2,3%
COCCNS(=O)(=O)c1ccccc1,0%
CCCOc1ccc(C(O)(CCC)CCN2CCCCC2)cc1 (stereo unspecified),9%
# Later entries:
SMILES,HT1080 viability
O=C(NCC(=O)N(Cc1cccs1)C(C(=O)NC1CCCC1)c1cccnc1)c1ccco1 (stereo unspecified),5%
O=C(N/C(=C\c1cccs1)C(=O)N1CCCCCC1)c1ccccc1,-14%
Cc1ccccc1N1CCN(CCCOc2ccc3c(C)cc(=O)oc3c2)CC1,-5%
O=C(Cc1ccc(F)cc1)NC1CCCC1,-16%
CCC1CCc2c(sc3nc(SCC(=O)NCc4ccco4)n(-c4ccccc4)c(=O)c23)C1 (stereo unspecified),-5%
CCN(CC)CCNC(=O)CCCCCn1c(=O)[nH]c2cc(C(=O)OC)ccc2c1=O,-2%
CC(C)=CC(=O)Nc1nnc(C(C)C)s1,-15%
O=C(COC(=O)c1ccc(O)cc1)Nc1ccc(N2CCCCC2)cc1,5%
CCOc1ccc(N/C=C\C(=O)c2ccc3c(c2)OCO3)cc1,7%
Cc1ccc(C(CC(=O)NCc2ccco2)c2ccccc2)c(O)c1 (stereo unspecified),-3%
O=S(=O)(Nc1ccc(N2CCOCC2)cc1)c1ccc2ccccc2c1,-11%
Cc1ccc(NC(=O)CSCC(=O)Nc2ccc(N3CCOCC3)c(Cl)c2)cc1,-4%
Cc1cccc(CSc2nnc(-c3cccs3)n2Cc2ccco2)c1,27%
Cc1ccc(CSc2ncccc2C(=O)O)cc1,-8%

# Random excerpt: 7 compounds from above, in no set order.
SMILES,HT1080 viability
CCOc1ccc(N/C=C\C(=O)c2ccc3c(c2)OCO3)cc1,7%
Cc1ccc(CSc2ncccc2C(=O)O)cc1,-8%
Cc1cccc(CSc2nnc(-c3cccs3)n2Cc2ccco2)c1,27%
O=C(Cc1ccc(F)cc1)NC1CCCC1,-16%
Cc1ccccc1N1CCN(CCCOc2ccc3c(C)cc(=O)oc3c2)CC1,-5%
O=C(N/C(=C\c1cccs1)C(=O)N1CCCCCC1)c1ccccc1,-14%
CC(C)=CC(=O)Nc1nnc(C(C)C)s1,-15%
